Source: PubChem BioAssay
EWS-Fli block: blocks EWS/Fli oncoprotein-driven transcription; A673 NR0B1-luciferase reporter, viability-normalised; inhibition, % at 12.6 µM; AID 651661; actives 0.67% (n = 350,000);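 active means mean inhibition of at least 50% after viability correction, with every replicate also passing that limit; inconclusive means mean reaches 50% but only one of two replicates passes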;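 further: firefly luciferase signal divided by Alamar Blue viability fluorescence both relative to DMSO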
miR122 inh: inhibitors of miR-122 in Huh7 cells; activation (reporter increase), % at 12.5 µM; actives 0.3% (n = 340,000); AID 602342; Huh7 miR-122 Renilla luciferase sensor, 48 h; neutral wells = 0, positive control = 100;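 active means mean replicate activation score at least 90 and every replicate individually at or above 90; inconclusive means only one of the two criteria met; inactive means neither criterion met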;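 further: higher luciferase means less miR-122 activity so hits act as miR-122 inhibitors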
CFTR F508del cor: CFTR F508del correction in bronchial cells; CFBE cells, YFP halide quenching; stimulated with forskolin plus potentiator P3; % fluorescence drop versus neutral controls; activity (quench increase), % at 7.58 µM; actives 0.36% (n = 350,000);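 active means mean added fluorescence quench of at least 8% versus neutral control, with both replicates also reaching 8%; inconclusive means only one of the mean or replicate conditions met; inactive means mean below 8% and not both replicates reaching 8%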;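 further: cells transiently co-express mutant CFTR-F508del with the halide-sensitive YFP; corrector assay measuring rescue of mutant channel to the surface after 24 h compound exposure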
GSIS activator: primary screen for activators of insulin secretion dependent on glucose, INS-1E cells, GLuc reporter luminescence; INS-1E GLuc reporter insulin secretion, 2-3 h; activation, % at 16.6 µM; actives 0.61% (n = 370,000); AID 743287;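 active means lowest replicate activation of at least 40%, so every replicate reaches that level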;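 further: 0% = median of neutral control wells and 100% = median of IBMX positive control wells; some compounds called inactive have numbers as strong as hits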
FN deposition inh: fibronectin deposition inhibition | actives 0.086% (n = 350,000) | inhibition, % at 12.6 µM | AH1F fibroblasts, Alexa488-fibronectin deposition fluorescence, overnight | AID 743247;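 active means mean inhibition across replicates of 30% or more, regardless of how many single replicates reach that level; inconclusive means mean under 30% yet at least half of replicates reach 30%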;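 further: positive control wells lacked labelled fibronectin entirely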
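Assay system: AH1F fibroblasts / Quantity: 10000 cells per well / Medium: DMEM plus 2% serum, read in PBS / Reagent: labelled fibronectin 24 nM / Dosing: single dose, pinned / Times: 1 h cell attachment, overnight exposure to compound and label / Signal: fluorescence, ex 485 nm, em 525 nm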
DENV2 CPE rescue: inhibitors of DENV2 cytopathic effect; CPE inhibition, % at 9.99 µM; DENV2-infected cells, cytopathic effect rescue, plate reader; actives 1.7% (n = 350,000); AID 651640; in the data active means CPE inhibition above about 20%, passing the limit was not always enough; inconclusive means no clear call, values can overlap the other calls; tested in BHK-21 cells;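 further: 0% = median of neutral control wells and 100% = median of positive control wells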
PAX8 reporter: inhibitors of PAX8 transcriptional activity in RMG-I cells; inhibition, % at 12.6 µM; AID 652154; RMG-I TPO-luciferase reporter, SteadyGlo, 24 h; actives 1.2% (n = 360,000);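 active means mean replicate inhibition at least 60% with every replicate also reaching 60%; inconclusive means only one of the two criteria is met; inactive means mean below 60% and not all replicates reaching 60%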;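 further: luciferase light reporting Pax8 driven TPO promoter activity; plate controls were median of neutral control wells for no effect and mitoxantrone controls for full effect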
An asterisk follows results filed as active; [ ] = remark or other dose.

How did CN(C[C@H](Cc1ccccc1)N(C[C@H](Cc1ccccc1)N(CC1(c2ccccc2)CC1)N=O)N=O)N=O do in these assays?
EWS-Fli block: 8; miR122 inh: 1; CFTR F508del cor: 0.6; FN deposition inh: -2; DENV2 CPE rescue: -16; PAX8 reporter: 39

What do the screens show for `Cc1cc(C(=O)COC(=O)C2=NNC(=O)CC2)c(C)n1-c1ccccc1`?
EWS-Fli block: 5; miR122 inh: -5; CFTR F508del cor: -2.3; GSIS activator: -14; DENV2 CPE rescue: 5

What do the screens show for `Cc1cc(C)c(-c2csc(NC(=O)/C=C/c3cccs3)n2)c(C)c1`?
miR122 inh: -15; GSIS activator: -9; FN deposition inh: 3; PAX8 reporter: 18

Results for COc1ccc2cc3cc(C(=O)N4CCCC(C)C4)oc3nc2c1 (centres undefined) ?
EWS-Fli block: -30; miR122 inh: 2; CFTR F508del cor: -0.4; GSIS activator: 14; FN deposition inh: -4; DENV2 CPE rescue: 2; PAX8 reporter: -205

How did CCCN1CCC(=O)N([C@H](CSc2ccc(C)cc2)c2ccccc2)CC1 do in these assays?
EWS-Fli block: -82; CFTR F508del cor: 0.9; FN deposition inh: -5; DENV2 CPE rescue: -6; PAX8 reporter: -162

What do the screens show for `CCOC(=O)C1C(=O)Oc2ccc3ccccc3c2C1C1CCOC1=O` (centres undefined)?
EWS-Fli block: -9; CFTR F508del cor: 3.9; GSIS activator: 4; FN deposition inh: 19; DENV2 CPE rescue: 2; PAX8 reporter: 10

Results for COCCCN(C(=O)C(C)Oc1ccc(Br)cc1)c1c(N)n(Cc2ccccc2)c(=O)[nH]c1=O (centres undefined) ?
EWS-Fli block: -8; miR122 inh: -7; CFTR F508del cor: 0.7; GSIS activator: -13; DENV2 CPE rescue: -10; PAX8 reporter: -2

Results for Cc1ccc(S(=O)(=O)N(C)C[C@H]2OCCCC[C@@H](C)Oc3ccc(NS(C)(=O)=O)cc3C(=O)N([C@H](C)CO)C[C@@H]2C)cc1 ?
EWS-Fli block: -13; miR122 inh: -2[16.7 µM]; CFTR F508del cor: -0.6; GSIS activator: 15; FN deposition inh: -2; DENV2 CPE rescue: 24*; PAX8 reporter: -9

How did O=C(NC1CCCC1)N1CCCCN2[C@H](CO)[C@H](c3ccc(-c4ccccc4)cc3)[C@H]2C1 do in these assays?
EWS-Fli block: 8; miR122 inh: -10[16.7 µM]; CFTR F508del cor: -1.1; GSIS activator: -25; DENV2 CPE rescue: 1; PAX8 reporter: 3

Results for Cn1cc(C(=O)c2ccc(Cl)cc2Cl)cc1C(=O)NN ?
EWS-Fli block: 8; miR122 inh: -8; CFTR F508del cor: -2.4; GSIS activator: 33; FN deposition inh: 2; DENV2 CPE rescue: 5; PAX8 reporter: 22

What do the screens show for `O=C(Cc1ccc(Br)cc1)NC1CCCCC1`?
miR122 inh: 7; FN deposition inh: -3; PAX8 reporter: -27

Results for O=C(c1ccccc1F)N1C[C@@H]2[C@H](c3ccccc31)[C@H](CO)N2Cc1ccc2c(c1)OCO2 ?
EWS-Fli block: -3; miR122 inh: 12[16.7 µM]; CFTR F508del cor: 1.7; GSIS activator: 4; FN deposition inh: 2; DENV2 CPE rescue: 0; PAX8 reporter: 6

How did Nc1c(C(=O)NCc2ccc3c(c2)OCO3)nnn1Cc1cccc(F)c1 do in these assays?
EWS-Fli block: -4; miR122 inh: -4; CFTR F508del cor: -0.9; GSIS activator: 10; FN deposition inh: 9; DENV2 CPE rescue: 2; PAX8 reporter: -1

Results for CC(C)CC#Cc1ccc([C@@H]2[C@@H](CO)N3C(=O)CN(C(=O)c4cccc(F)c4)C[C@H]23)cc1 ?
EWS-Fli block: 2; CFTR F508del cor: 3.4; GSIS activator: -19; FN deposition inh: -3; DENV2 CPE rescue: -7; PAX8 reporter: 7

Results for CCOc1cc2c(cc1OCC)CN(C(=O)c1cccc(S(=O)(=O)N3CCCC3)c1)CC2 ?
EWS-Fli block: 14; CFTR F508del cor: 3.2; GSIS activator: 5; FN deposition inh: -2; DENV2 CPE rescue: -2; PAX8 reporter: 16

Copied from the results shown for reference:
How did Nc1c(C(=O)NCc2ccc3c(c2)OCO3)nnn1Cc1cccc(F)c1 do in these assays?
EWS-Fli block: -4; miR122 inh: -4; CFTR F508del cor: -0.9; GSIS activator: 10; FN deposition inh: 9; DENV2 CPE rescue: 2; PAX8 reporter: -1

Results for CC(C)CC#Cc1ccc([C@@H]2[C@@H](CO)N3C(=O)CN(C(=O)c4cccc(F)c4)C[C@H]23)cc1 ?
EWS-Fli block: 2; CFTR F508del cor: 3.4; GSIS activator: -19; FN deposition inh: -3; DENV2 CPE rescue: -7; PAX8 reporter: 7

Results for CCOc1cc2c(cc1OCC)CN(C(=O)c1cccc(S(=O)(=O)N3CCCC3)c1)CC2 ?
EWS-Fli block: 14; CFTR F508del cor: 3.2; GSIS activator: 5; FN deposition inh: -2; DENV2 CPE rescue: -2; PAX8 reporter: 16

Looked up one by one from the entries so far:
Results for Cn1cc(C(=O)c2ccc(Cl)cc2Cl)cc1C(=O)NN ?
EWS-Fli block: 8; miR122 inh: -8; CFTR F508del cor: -2.4; GSIS activator: 33; FN deposition inh: 2; DENV2 CPE rescue: 5; PAX8 reporter: 22

How did CCCN1CCC(=O)N([C@H](CSc2ccc(C)cc2)c2ccccc2)CC1 do in these assays?
EWS-Fli block: -82; CFTR F508del cor: 0.9; FN deposition inh: -5; DENV2 CPE rescue: -6; PAX8 reporter: -162

Continuation.
Results for S=c1c2c(nc3nc[nH]n13)CCC2 ?
EWS-Fli block: 10; CFTR F508del cor: -1.8; GSIS activator: -13; FN deposition inh: 4; DENV2 CPE rescue: 3; PAX8 reporter: 1

Results for CCOC(=O)C1=C(C)C(c2ccccc2)NC(=S)N1 (centres undefined) ?
miR122 inh: 0; GSIS activator: -2; FN deposition inh: 4

What do the screens show for `COc1ccc(Cn2nnnc2CN2CCOCC2)cc1`?
EWS-Fli block: 2; miR122 inh: 2; CFTR F508del cor: -0.1; GSIS activator: 0

Results for CCc1cccc(C)c1NC(=O)Cc1ccsc1 ?
EWS-Fli block: -4; miR122 inh: 5; CFTR F508del cor: 0.0; GSIS activator: -10; FN deposition inh: -6; DENV2 CPE rescue: -8; PAX8 reporter: -13

Results for CCOc1ccc(NC(=O)NNC(=O)c2cc3ccccc3cc2O)cc1 ?
EWS-Fli block: -16; miR122 inh: 1; CFTR F508del cor: -4.8; GSIS activator: 1; FN deposition inh: 1; DENV2 CPE rescue: 2

What do the screens show for `O=C(Cn1cc(C(F)(F)F)ccc1=O)Nc1ccc2c(c1)OCO2`?
EWS-Fli block: 0; miR122 inh: -8; CFTR F508del cor: 7.3; FN deposition inh: 8; DENV2 CPE rescue: -4; PAX8 reporter: 95*

What do the screens show for `CSc1nc(C)c(Cc2c(F)cccc2Cl)c(=O)[nH]1`?
EWS-Fli block: 8; miR122 inh: -7; CFTR F508del cor: 1.1; GSIS activator: -3; FN deposition inh: -1; DENV2 CPE rescue: 3; PAX8 reporter: 12

How did CCC(C)NC(=O)c1ccc2c(c1)N(Cc1ccccc1)C(=O)CS2 (centres undefined) do in these assays?
EWS-Fli block: -12; miR122 inh: -6; CFTR F508del cor: -1.3; GSIS activator: -13; FN deposition inh: 5; DENV2 CPE rescue: -5; PAX8 reporter: 8

How did O=C(Nc1ccc2c(c1)[C@H]1C[C@H](CC(=O)N3CCCCC3)O[C@H](CO)[C@H]1O2)c1ccc2c(c1)OCO2 do in these assays?
EWS-Fli block: 5; miR122 inh: -1[16.7 µM]; CFTR F508del cor: -0.3; GSIS activator: -10; FN deposition inh: 7; DENV2 CPE rescue: 4; PAX8 reporter: 14

What do the screens show for `C/C=C/c1cnc2c(c1)C(=O)N([C@@H](C)CO)C[C@@H](C)[C@H](CN(C)S(=O)(=O)c1cn(C)cn1)O2`?
EWS-Fli block: -3; miR122 inh: -13[16.7 µM]; CFTR F508del cor: 1.1; GSIS activator: 8; DENV2 CPE rescue: 2; PAX8 reporter: 2

Results for COc1ccc(Nc2ccc([N+](=O)[O-])cn2)cn1 ?
EWS-Fli block: -8; miR122 inh: 0; CFTR F508del cor: -3.1; GSIS activator: 0; FN deposition inh: -4; DENV2 CPE rescue: 2; PAX8 reporter: -21

What do the screens show for `Cc1cc(Oc2cc(NN3CCCCC3)c([N+](=O)[O-])cc2[N+](=O)[O-])c(C(=O)c2ccccc2)cc1Cl`?
EWS-Fli block: -1; miR122 inh: 0; CFTR F508del cor: 3.2; GSIS activator: -5; FN deposition inh: 6; DENV2 CPE rescue: inconclusive; PAX8 reporter: -10

Results for Clc1nccc(N2CCN(c3ccccc3Cl)CC2)n1 ?
EWS-Fli block: 5; miR122 inh: -2; CFTR F508del cor: 2.2; GSIS activator: -10; FN deposition inh: 2; DENV2 CPE rescue: 18; PAX8 reporter: 9

What do the screens show for `Cc1ccccc1N1C(=O)c2ccccc2C1O` (centres undefined)?
EWS-Fli block: 10; miR122 inh: -2; CFTR F508del cor: 1.4; GSIS activator: 7; FN deposition inh: -1; DENV2 CPE rescue: 1; PAX8 reporter: -34

How did Clc1ccc(Cn2ccc(C3CC3)n2)cc1 do in these assays?
EWS-Fli block: -55; miR122 inh: -2; CFTR F508del cor: 1.2; GSIS activator: -1; FN deposition inh: 12; DENV2 CPE rescue: 1; PAX8 reporter: -83

Results for CCC(=O)Nc1ccc2c(c1)OC[C@H](C)N(Cc1cncnc1)C[C@@H](C)[C@@H](OC)CN(C)C2=O ?
EWS-Fli block: 3; miR122 inh: 5[16.7 µM]; CFTR F508del cor: 0.8; GSIS activator: 17; FN deposition inh: -1; DENV2 CPE rescue: -4

How did COc1ccc2c3c([nH]c2c1)[C@@H](CO)N(C(=O)Nc1c(C)noc1C)CC31CCN(CC2CC2)CC1 do in these assays?
EWS-Fli block: -6; CFTR F508del cor: -0.8; GSIS activator: 4; DENV2 CPE rescue: -5; PAX8 reporter: -24

How did COc1ccccc1N1CCN(C(=O)Nc2ccc([N+](=O)[O-])cc2)CC1 do in these assays?
EWS-Fli block: -10; miR122 inh: -3; CFTR F508del cor: 1.9; GSIS activator: -23; FN deposition inh: -2; DENV2 CPE rescue: 2; PAX8 reporter: -9

What do the screens show for `O=C1NC(=O)C2(C=C(c3ccccc3)C(O)(c3ccccc3)C2)N1` (centres undefined)?
EWS-Fli block: 4; CFTR F508del cor: 0.7; GSIS activator: -24; FN deposition inh: -7; DENV2 CPE rescue: 11; PAX8 reporter: -7

What do the screens show for `CCOC(=O)c1c(NC(=O)COC(=O)c2ccc(Cl)nc2)sc(C)c1C`?
EWS-Fli block: -13; miR122 inh: 1; CFTR F508del cor: -2.3; GSIS activator: 7; FN deposition inh: 5; DENV2 CPE rescue: inconclusive; PAX8 reporter: 8

What do the screens show for `Cc1ccccc1S(=O)(=O)Nc1ncnc2ccccc12`?
EWS-Fli block: -7; miR122 inh: 12; CFTR F508del cor: -0.6; GSIS activator: 0; FN deposition inh: 0; DENV2 CPE rescue: 4; PAX8 reporter: -28

Results for COC(=O)c1ccc(COc2ccc(/C=N/O)cc2OC)o1 ?
EWS-Fli block: -9; miR122 inh: 0; CFTR F508del cor: -0.3; GSIS activator: 26; DENV2 CPE rescue: -3; PAX8 reporter: -85
